Screening results as filed in PubChem.
POLH inh: blocks human DNA polymerase eta activity | Potency, µM (top dose mostly 114 µM), for inactives: at the highest dose activity change, negative = inhibition, hits mostly inhibitors | Q9Y253 | 390,000 compounds, 1.2% hits | recombinant Pol eta, fluorescent DNA replication assay | AID 588591; also: % is scaled to controls: 0 for no effect and ±100 for the full control effect
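Fluorescent replication assay: 50 nM final substrate added after a 15 min room-temperature compound preincubation with 10 nM enzyme. Signal taken at 0 min and again at 10 min.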
APE1 inh: inhibitors of human APE1 endonuclease | P27695 | recombinant APE1, TAMRA/BHQ-2 abasic DNA cleavage fluorescence | Potency, µM (doses to about 65.8 µM), for the others: at the top dose activity change, negative = inhibition, usual class: inhibitors | 350,000 compounds, 0.35% hits;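 also: plate controls were vehicle for no effect and reference inhibitor for full effect; nearly all actives have a fitted effect of over 55% in size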
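Kinetic fluorescence read (525 ex/598 em nm, three reads 60 s apart) of AP-site incision; signal = third minus first read. Enzyme 0.75 nM, dual-labelled THF duplex 50 nM, compound preincubation 15 min RT.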
Apoferritin bind: candidate novel general anesthetic via apoferritin binding; apoferritin/1-aminoanthracene competitive binding, fluorescence; Potency, µM (series often up to 77.5 µM), inactives show at the highest dose activity change, negative = displacement, most hits filed as inhibitors; 350,000 compounds, 0.074% hits; AID 485281; also: % is scaled to controls: 0 for no effect and ±100 for the full control effect; nearly all actives have a fitted effect of over 20% in size
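Horse-spleen apoferritin (10 uM) was mixed with 50% saturated 1-aminoanthracene in PBS, exposed to compounds for 10 min at room temperature, and read for fluorescence (ex 380 nm, em 535 nm). Competitive displacement was fitted with a four-parameter Hill equation.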
BLM helicase inh: Bloom syndrome helicase (human) inhibition. P54132. Potency, µM (doses to about 56.1 µM), for the others: at the top dose activity change, negative = inhibition, actives largely listed as inhibitors. recombinant BLM DNA unwinding, fluorescence dequenching. AID 2528. 350,000 compounds, 0.2% hits;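 also: plate controls were vehicle for no effect and no enzyme for full effect; nearly all actives have a fitted effect of over 35% in size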
POLK inh: DNA polymerase kappa (human) inhibition; 400,000 compounds, 0.53% hits; Potency, µM (titrated, usually from 107 µM), for inactives: at the highest dose activity, negative = inhibition, usual class: inhibitors; purified Pol kappa, fluorescent DNA synthesis assay, 10 min; Q9UBT6; also: % is scaled to controls: 0 for no effect and ±100 for the full control effect
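10 nM Pol kappa preincubated 15 min at room temperature with compounds, then reaction started with substrate at 50 nM final. Fluorescence read kinetically at 0 and 10 min; buffer-only wells served as negative control.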
POLI inh: inhibitors of human DNA polymerase iota | Q9UNA4 | Pol iota fluorescent replication assay, 10 min | Potency, µM (top dose mostly 115 µM), for inactives: top-dose activity, negative = inhibition, hits mostly inhibitors | 390,000 compounds, 1% hits | AID 588590
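Fluorescent replication assay read twice, at 0 min and 10 min after adding 50 nM (final) substrate. Enzyme (10 nM) and compounds were first incubated 15 min at room temperature; enzyme-free buffer wells were negative controls.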
BAZ2B inh: BAZ2B (human) inhibition; Q9UIF8; AlphaScreen BAZ2B-H3K14Ac peptide displacement; Potency, µM (titrated, usually from 114 µM), inactives show top-dose activity change, negative = inhibition, usual class: inhibitors; 360,000 compounds, 4.4% hits; also: % is scaled to controls: 0 for no effect and ±100 for the full control effect; nearly all actives have a fitted effect of over 60% in size
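Inhibition is scored as reduced AlphaScreen emission. The BAZ2B/b-H3(5-23)K14Ac complex (50 nM each) in PBS pH 7.4, 0.01% Tween-20 meets compound (up to 110 uM) for 30 min at RT before bead addition.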
POLB inh: DNA polymerase beta (human) inhibition; P06746; Pol beta primer extension/strand displacement, fluorescence kinetic; Potency, µM (series often up to 114 µM), for the others: at the top dose activity change, negative = inhibition, actives largely listed as inhibitors; 340,000 compounds, 1.3% hits; AID 485314; also: % is scaled to controls: 0 for no effect and ±100 for the full control effect
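Homogeneous kinetic assay of primer extension and strand displacement by 10 nM Pol beta, preincubated 15 min at room temperature with compound before 50 nM substrate (final) was added. Read at 0 and 10 min; four-parameter Hill fit.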
G9a inh: inhibitors of human histone lysine methyltransferase G9a. G9a H3K9 monomethylation, AlphaScreen, 2 h. 350,000 compounds, 8.8% hits. Potency, µM (top dose mostly 102 µM), for the others: top-dose activity, negative = inhibition, hits mostly inhibitors; also: % is scaled to controls: 0 for no effect and ±100 for the full control effect; nearly all actives have a fitted effect of over 75% in size
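Quantitative HTS format: methyltransferase activity on a biotin-tagged H3K9 peptide is measured by AlphaScreen, using a rabbit anti-monomethyl-H3K9 antibody with streptavidin donor and anti-IgG acceptor beads. Final levels are 20 nM enzyme, 500 nM peptide, 20 uM SAM; 2 h RT.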
Active calls of the source: *; u = inconclusive; x = no result given; & = joins results of further samples; ! = repeats disagree; [ ] = remark or other dose. Calls follow the shape of the dose curve; as a rule, active = well fitted curve in the direction sought with a large enough effect; inconclusive = small, poorly fitted or top-dose-only effect, or another doubt; inactive = no such curve, though single readings can be large; an effect the other way counts as inactive or inconclusive. Potency is read from the fitted curve at half-maximal effect. Not all compounds are listed; count on the stated rates, not on these rows.

The line under a structure holds: POLI inh	POLH inh	POLK inh	Apoferritin bind	BAZ2B inh	APE1 inh	G9a inh	POLB inh	BLM helicase inh
CCOc1ccc(-n2c(=O)c3c4c(sc3n(CC(=O)NC(C)CC)c2=O)CCCC4)cc1 (stereo unspecified)
 : 8.9%	-2.1%	3.6%	2.7%	4.5%	x	1.4%[59 µM]	20.5%	-2.8%
O=C(COC(=O)c1ccco1)Nc1ccc2c(c1)OCCO2
 : 0.9%	-11.7%	-13.4%	-10.7%	3.5%	-4.2%	26.7%	7.9%	0.0%
CC(C)Oc1ccc(/C=C(\NC(=O)/C=C/c2ccco2)C(=O)NCCc2nc3ccccc3[nH]2)cc1
 : -18.3%	u	-18.1%	-17.7%	u	2.8%	39.8µM*	-0.4%	-7.2%
N=c1c[n+](N2CCOCC2)[n-]o1
 : -10.5%	-1.6%	6.2%[60.1 µM]	0.8%	50.1µM*	9.7%&-8.6%	8.91µM*!	u	-1.3%
Nc1nc(SCC(=O)Nc2ccc([N+](=O)[O-])cc2)[nH]c(=O)c1NC(=O)c1ccc(Br)cc1
 : -1.7%	8.4%	-20.0%	-9.6%	-4.0%	79.7%[activator]	-2.0%	11.7%	-0.9%
CCOCCCNC(=O)C(c1ccccc1)N(Cc1ccc2c(c1)OCO2)C(=O)c1ccccc1O (stereo unspecified)
 : 63.0%[activator]	-1.4%	-7.4%	-5.3%	12.7%	15.5%	-33.2%	-1.5%	2.8%
CC(OC(=O)CCN=C1NS(=O)(=O)c2ccccc21)C(=O)Nc1ccccc1F (stereo unspecified)
 : 4.0%	-7.7%	-9.9%	x	7.3%	21.3%	-41.8%	x	x
CN(C(=O)Nc1ccc(Cl)cc1Cl)C1CCCC1
 : 14.5%	-16.5%	6.3%	-17.6%	2.4%	-0.9%	16.0%	15.5%	-2.0%
COc1ccc(-n2nc(C(=O)Nc3ccc4c(c3)OCO4)c3c4ccccc4n(C)c3c2=O)cc1
 : -0.8%	-13.2%	3.5%	-3.8%	7.2%	-2.0%	u	0.1%	0.8%
COCCN(C(=O)Cn1nnc2ccccc21)C(C(=O)NC1CCCC1)c1cccc(OC)c1OC (stereo unspecified)
 : -3.8%	-12.7%	4.9%	-13.8%	-0.1%	-5.5%	10.8%[59 µM]	28.8%	0.6%
C[C@H]1CN([C@@H](C)CO)C(=O)c2cccc(NC(=O)Nc3ccc(F)cc3)c2O[C@@H]1CN(C)Cc1ccc(C(=O)O)cc1
 : u	-5.3%	-7.4%	x	x	9.4%	x	x	x
CCOc1ccccc1N1CC(C(=O)Nc2ccccc2CC)CC1=O (stereo unspecified)
 : 21.7%	-0.2%	-7.5%	1.2%	-13.2%	-6.4%	10.1%	12.5%	-3.2%
COC(=O)c1ccc(N2CCN(C)CC2)c(NC(=O)c2cccnc2)c1
 : 124.2%[activator]	-15.6%	-4.7%	-1.8%	-11.0%	7.7%	u	0.6%	-1.4%
CN1C=CC=C/C1=C(\C#N)c1nc2ccccc2[nH]1
 : 39.0%[activator]	-10.8%	3.7%	-21.7%	-19.1%	0.8%	u	-19.0%	1.3%
Cc1ccccc1-c1cncnc1NCc1ccccc1
 : x	x	4.3%[60.1 µM]	x	x	-6.2%	7.8%[0.501 µM]	x	-2.5%
Cc1ccc(C(=O)OCC(=O)Nc2ccc3[nH]c(=O)[nH]c3c2)o1
 : -25.1%	-10.3%	-7.8%	x	7.3%	30.3%	-38.6%	x	x
Cc1c(NC(=O)c2cc3c(=O)n4ccccc4nc3s2)c(=O)n(-c2ccccc2)n1C
 : 21.9%	-12.0%	3.4%	0.7%	-0.3%	1.0%	x	-10.3%	-2.9%
O=C1c2ccccc2NC(c2ccc(F)cc2)N1Cc1ccco1 (stereo unspecified)
 : 7.7%	3.6%	-14.7%	30.3%[activator]	u	-2.3%	-24.9%	17.3%	-5.4%
Cc1ccc(S(=O)(=O)Nc2ncccn2)cc1
 : -14.8%	-0.8%	-7.6%	-4.1%	4.9%	8.3%	x	43.7%	-2.3%
O=C(N/N=C/c1cccc(Br)c1)c1ccc(Cn2cc(Br)cn2)o1
 : 319.2%[activator]	-8.0%	-8.6%	-22.7%	1.9%	-3.3%	2.5%[59 µM]	-25.2%	-3.6%

5 compounds from above, reduced to G9a inh.
molecule,G9a inh
CCOCCCNC(=O)C(c1ccccc1)N(Cc1ccc2c(c1)OCO2)C(=O)c1ccccc1O (stereo unspecified),-33.2%
CC(OC(=O)CCN=C1NS(=O)(=O)c2ccccc21)C(=O)Nc1ccccc1F (stereo unspecified),-41.8%
CN(C(=O)Nc1ccc(Cl)cc1Cl)C1CCCC1,16.0%
COc1ccc(-n2nc(C(=O)Nc3ccc4c(c3)OCO4)c3c4ccccc4n(C)c3c2=O)cc1,u
COCCN(C(=O)Cn1nnc2ccccc21)C(C(=O)NC1CCCC1)c1cccc(OC)c1OC (stereo unspecified),10.8%[59 µM]

BAZ2B inh: entries above that show a hit
The line under a structure holds: POLI inh	POLH inh	POLK inh	Apoferritin bind	BAZ2B inh	APE1 inh	G9a inh	POLB inh	BLM helicase inh
N=c1c[n+](N2CCOCC2)[n-]o1
 : -10.5%	-1.6%	6.2%[60.1 µM]	0.8%	50.1µM*	9.7%&-8.6%	8.91µM*!	u	-1.3%

(more compounds)
The line under a structure holds: POLI inh	POLH inh	POLK inh	Apoferritin bind	BAZ2B inh	APE1 inh	G9a inh	POLB inh	BLM helicase inh
CCCn1cnc2cc(NCc3ccc(OC)cc3OC)ccc21
 : -2.9%	-0.1%	-14.6%	-4.4%	39.8µM*	x	2.82µM*	6.5%	0.0%
Cc1nc2ccn(Cc3ccco3)c(=O)c2cc1C(=O)NCc1ccccc1F
 : 3.0%	5.5%	0.0%	-5.1%	-14.8%	x	-1.7%[59 µM]	91.1%	3.8%
O=C(NCC1CCCO1)c1ccc2c(c1)N(Cc1ccccc1)C(=O)CS2 (stereo unspecified)
 : 6.0%	-9.7%	-0.9%	-9.4%	-1.2%	15.4%	17.2%[59 µM]	36.3%[activator]	-7.2%
CC12CCC(C(=O)Nc3ccc4c(c3)OCCO4)(OC1=O)C2(C)C (stereo unspecified)
 : -7.0%	-8.5%	-7.2%	-20.6%	6.5%	-2.4%	-22.1%	13.8%	2.1%
COc1ccc(-c2cc3nc(C)c(CCC(=O)N4CCN(c5ccccc5F)CC4)c(C)n3n2)c(OC)c1
 : 3.3%	-14.2%	-16.6%	-2.4%	-11.2%	x	-32.3%[59 µM]	-0.5%	-9.1%
COc1cc(C(=O)Nc2c(C(=O)O)[nH]c3ccccc23)cc(OC)c1OC
 : 1.9%	0.2%	-27.1%	8.2%	-10.7%	-10.0%	15.8µM*	-3.0%	0.3%
CCN(Cc1ccccc1)Cc1c(C)[nH]c2c(C)c(C)ccc2c1=O
 : 14.9%	-11.5%	-12.1%	-8.1%	7.0%	-3.0%	-0.2%	10.0%	4.4%
C/C(NC(=O)c1ccccc1)=C1/C(=O)CC2C1C2(C)C (stereo unspecified)
 : u	-11.8%	-3.5%	u	85.5%[activator]	-2.2%	8.5%[59 µM]	5.3%	-0.9%
COc1ccc(C2NC(=O)NC(c3ccccc3)=C2c2nc3ccccc3s2)cc1 (stereo unspecified)
 : 22.6%	-27.2%	-7.4%	49.2%[activator]	u	4.3%	-49.6%[59 µM]	20.5%	-0.6%
COc1ccccc1N1CCN(C(=O)c2oc3ccc(Br)cc3c2C)CC1
 : 179.7%[activator]	-18.0%	-0.5%	5.9%	3.0%	-4.6%	-14.5%[59 µM]	2.8%	-14.3%
C/C(=N\NC(=O)Cn1c(-c2ccccn2)nc2ccccc21)c1ccccc1
 : 6.1%	-18.3%	-3.6%	-4.9%	-9.3%	2.4%	12.5%[59 µM]	1.9%	-2.2%
Cc1c(NC(=O)Nc2ccc(Cl)c(Cl)c2)c(=O)n(-c2ccccc2)n1C
 : 5.8%	-9.3%	3.3%	-12.1%	7.0%	2.9%	15.0%[59 µM]	u	-1.4%
Cc1cccc(CN2C(=O)CC(c3ccc(Cl)cc3)c3c(C)nn(-c4nc(C)cc(C)n4)c32)c1 (stereo unspecified)
 : 2.8%	-12.0%	-5.7%	-6.6%	-27.8%	x	-30.3%[59 µM]	-13.8%	-6.5%
CCOc1ccc(S(=O)(=O)NCCSc2ccccc2)cc1
 : 3.3%	-10.8%	-3.0%	-15.2%	21.6%	-0.8%	52.1%[activator]	8.8%	-7.3%
CC(C)NC(=O)c1ccc2c(c1)N(CC(=O)NC1CCCCC1)C(=O)C(C)(C)O2
 : 126.1%[activator]	-13.7%	1.2%	3.2%	-9.1%	22.4%	21.5%	0.5%	-1.2%
COc1ccc(/C=C2\SC(=O)N(CCNC(=O)CN3C(=O)NC4(CCCC4)C3=O)C2=O)cc1
 : 14.1%	-2.4%	-19.8%	x	9.2%	9.2%	50.1µM*	x	x
Cc1cc(NS(=O)(=O)c2c(C(=O)N3CCOCC3)c(C)n(C)c2C)ccc1Br
 : 32.8%[activator]	-22.5%	-9.5%	-9.8%	-22.2%[57.1 µM]	1.5%	11.8%	-1.7%	0.6%

A draw from above in order of length of the SMILES, highest first:
The line under a structure holds: POLI inh	POLH inh	POLK inh	Apoferritin bind	BAZ2B inh	APE1 inh	G9a inh	POLB inh	BLM helicase inh
Cc1nc2ccn(Cc3ccco3)c(=O)c2cc1C(=O)NCc1ccccc1F
 : 3.0%	5.5%	0.0%	-5.1%	-14.8%	x	-1.7%[59 µM]	91.1%	3.8%
C/C(NC(=O)c1ccccc1)=C1/C(=O)CC2C1C2(C)C (stereo unspecified)
 : u	-11.8%	-3.5%	u	85.5%[activator]	-2.2%	8.5%[59 µM]	5.3%	-0.9%
CCOc1ccc(S(=O)(=O)NCCSc2ccccc2)cc1
 : 3.3%	-10.8%	-3.0%	-15.2%	21.6%	-0.8%	52.1%[activator]	8.8%	-7.3%
